Compound activity deposited in PubChem BioAssay by Southern Research Specialized Biocontainment Screening Center.
influenza NS1A: H1N1 influenza NS1A inhibitors, functional cell based assay (AID 504329); NS1A functional cell-based assay, percent inhibition; higher % means a stronger effect; inhibition, % at 12.5 µM, or IC50 in µM where a hit was titrated; 0.3% of 340,000 active; in the data active = a potency from the dose series; inconclusive = inhibition above about 27% without an active follow-up result; note: strong numbers were not always called active
tuberculosis growth: growth inhibition of non-replicating M. tuberculosis (AID 488890); Mycobacterium tuberculosis non-replicating, growth inhibition; higher % means a stronger effect; one-dose inhibition, % at 25 µM; IC50 in µM for titrated hits; 0.39% of 320,000 active; in the data active = a potency from the dose series; inconclusive = inhibition mostly from about 82% at the one dose, without a potency; inactive = the rest, 99 in 100 with inhibition below about 76%;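 note: plate controls were DMSO cells for no effect and high antibiotic wells for full effect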
VEEV TC-83 Vero: inhibitors of VEEV TC-83 cytopathic effect, confirmation, Vero cells (AID 588727) | 0.13% of 350,000 active | Vero cells, VEEV TC-83 cytopathic effect inhibition; higher % means a stronger effect | one-dose inhibition, % at 20 µM; IC50 in µM for titrated hits; in the data active = a potency from the dose series; inconclusive = inhibition mostly from about 14% at the one dose, without a potency; inactive = the rest, 99 in 100 with inhibition below about 12%; note: strong numbers were not always called active
M. tuberculosis HTS: M. tuberculosis growth inhibition, HTS (AID 449762); M. tuberculosis H37Rv growth inhibition, 7H9 media; higher % means a stronger effect; 0.59% of 330,000 active; one-dose inhibition, % at 25 µM; IC50 in µM for titrated hits; in the data active = a potency from the dose series; inconclusive = inhibition above about 70% without an active follow-up result;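 note: bacterial growth assessed after seven days of incubation; strong numbers were not always called active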
Salmonella PhoP GFP: Inhibition of PhoP regulon, Salmonella typhi GFP reporter cells, confirmation, 4 h (AID 1850). inhibition, % at 50 µM; hits with a dose series show IC50 in µM. Salmonella Typhi PhoP-promoter GFP reporter, fluorescence, 4 h; higher % means a stronger effect. 0.33% of 310,000 active; in the data active = a potency from the dose series; inconclusive = inhibition mostly from about 25% at the one dose, without a potency; inactive = the rest, 99 in 100 with inhibition below about 19%;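 note: 0% = induced wells with vehicle and 100% = uninduced wells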
Numbers without * were called inactive; i = inactive; ? = inconclusive; . = not tested or not shown.

#1 Cc1ccc(C)c(-n2ccnc2SCC(=O)Nc2cccc(S(=O)(=O)NC3=NCCC3)c2)c1
#2 Brc1ccc(C2=CSC3=NCCN23)cc1
#3 O=C(c1cccs1)N(Cc1ccc(F)cc1)C1CCS(=O)(=O)C1 (configuration not stated)
#4 CCOC(=O)c1sc(NC(=O)CSc2nc3ccccc3o2)c(C(=O)OCC)c1C
#5 Cc1ccc(C(=O)N2[C@@H]3CN(C)C(=O)[C@@]2(Cc2ccccc2)[C@H]2C(=O)N(C)C(=O)[C@@H]32)cc1
#6 CSCCC(NS(=O)(=O)c1ccc(C)cc1)C(=O)N1CCN(S(=O)(=O)c2ccc(F)cc2)CC1 (configuration not stated)
#7 COc1ccc(NC(=O)CCOc2cc(C)ccc2C)cc1S(=O)(=O)N1CCCCC1
#8 O=C(COC(=O)c1ccc(Br)cc1)NCCN1C(=O)CSC1=O
Assay by compound	1	2	3	4	5	6	7	8
tuberculosis growth	15.9%	39.5%	10.8%	-12.7%	.	8.4%	39.5%	17.9%
VEEV TC-83 Vero	0.6%	0.9%	i	1.6%	i	0.9%	2.8%	1.0%
influenza NS1A	-23.3%	-6.2%	-3.8%	-5.8%	-0.7%	2.1%	-4.3%	2.4%
Salmonella PhoP GFP	.	11.9%	-4.5%	-2.5%	.	-3.3%	.	9.5%
M. tuberculosis HTS	1.1%	-1.9%	-0.9%	57.5%	.	3.8%	-6.3%	1.7%

#9 Cc1cc(C(=O)NCCCN2CCOCC2)n(-c2ccccc2)n1
#10 Cc1ccccc1N(CC(N)=O)S(C)(=O)=O
#11 CC(C)n1nnc2ccccc2c1=O
#12 CC1CCN(S(=O)(=O)c2ccc(NN=C(C#N)C#N)cc2)CC1
#13 COc1ccc2oc(C(=O)OCC(=O)NC3(C#N)CCCC3)c(C)c2c1
#14 N#Cc1ccccc1S(=O)(=O)N1CCN(C(=O)CCC2CCCC2)CC1
#15 Cc1ccc(Cl)c2c1NC(=O)C2(O)CC(=O)c1ccc(Br)cc1 (configuration not stated)
#16 O=c1cc(NS(=O)(=O)c2ccccc2)nc(SCc2ccccc2Cl)[nH]1
Assay by compound	9	10	11	12	13	14	15	16
tuberculosis growth	.	1.6%	3.9%	-24.8%	-12.2%	-12.5%	-11.7%	-4.8%
VEEV TC-83 Vero	0.9%	8.1%	0.1%	.	3.5%	0.2%	0.1%	2.0%
influenza NS1A	-2.4%	-0.7%	-17.1%	.	-11.1%	-3.0%	1.9%	-1.1%
Salmonella PhoP GFP	1.2%	4.2%	12.6%	7.3%	0.4%	.	4.1%	-2.4%
M. tuberculosis HTS	-0.9%	-1.3%	1.9%	1.0%	-0.8%	-4.0%	-6.6%	5.0%

Retrieved by structure from above:
#15 Cc1ccc(Cl)c2c1NC(=O)C2(O)CC(=O)c1ccc(Br)cc1 (configuration not stated)
#7 COc1ccc(NC(=O)CCOc2cc(C)ccc2C)cc1S(=O)(=O)N1CCCCC1
#13 COc1ccc2oc(C(=O)OCC(=O)NC3(C#N)CCCC3)c(C)c2c1
#16 O=c1cc(NS(=O)(=O)c2ccccc2)nc(SCc2ccccc2Cl)[nH]1
#3 O=C(c1cccs1)N(Cc1ccc(F)cc1)C1CCS(=O)(=O)C1 (configuration not stated)
Assay by compound	15	7	13	16	3
tuberculosis growth	-11.7%	39.5%	-12.2%	-4.8%	10.8%
VEEV TC-83 Vero	0.1%	2.8%	3.5%	2.0%	i
influenza NS1A	1.9%	-4.3%	-11.1%	-1.1%	-3.8%
Salmonella PhoP GFP	4.1%	.	0.4%	-2.4%	-4.5%
M. tuberculosis HTS	-6.6%	-6.3%	-0.8%	5.0%	-0.9%

Next part.
#17 Cc1cc(C)n2nc(CC(=O)NC3CCCC(C)C3C)nc2n1 (configuration not stated)
#18 CCC(=O)N1CCc2cc(S(=O)(=O)N3CCCCC3CC)ccc21 (configuration not stated)
#19 COc1ccc(C(CNC(=O)C(=O)NC2CCCC2)N2CCN(C)CC2)cc1 (configuration not stated)
#20 COC(=O)COc1ccccc1C(=O)Nc1ccc(OC)cc1
#21 Cc1nonc1NC(=O)c1ccc(Cl)c(S(=O)(=O)N2CCCCC2)c1
#22 CC1Cc2ccccc2N1C(=O)COc1cccc(-n2cnnn2)c1 (configuration not stated)
#23 CC(C)C(c1nnnn1Cc1cccs1)N1CCN(C(=O)c2ccco2)CC1 (configuration not stated)
#24 CC(C)C[C@H](NC(=O)NCc1ccc(Cl)cc1)C(=O)O
Assay by compound	17	18	19	20	21	22	23	24
tuberculosis growth	-1.1%	17.7%	-0.1%	62.3%	26.5%	-9.0%	-15.2%	-20.1%
VEEV TC-83 Vero	i	1.0%	1.8%	0.2%	1.1%	6.1%	i	i
influenza NS1A	18.4%	1.7%	0.4%	2.7%	-3.5%	-3.9%	-4.4%	3.3%
Salmonella PhoP GFP	-13.9%	3.8%	-5.0%	-6.3%	0.3%	5.3%	1.7%	5.8%
M. tuberculosis HTS	-1.8%	4.7%	-4.4%	7.0%	-0.9%	-2.2%	-0.9%	-4.9%

#25 COc1cccc(/C=N/Nc2nn3cnnc3c3ccccc23)c1O
#26 Cc1cc(=O)[nH]c(SCC(=O)Nc2ccc(C(=O)O)cc2)n1
#27 CCC(C)NC(=O)Cn1c(=O)sc2ccccc21 (configuration not stated)
#28 Cn1c(=O)cc(SCC(=O)NCC2CCCO2)c2ccc(Cl)cc21 (configuration not stated)
#29 CCOc1ccc(C(=O)N2CCn3c2nc2ccccc23)cc1
#30 CCN1CCN(C(=O)COc2ccc(S(=O)(=O)N3CCOCC3)cc2Cl)CC1
#31 NS(=O)(=O)c1ccc(NC(=O)C2C3C=CC(C3)C2C(=O)O)cc1 (configuration not stated)
#32 COc1ccc(-c2csc(NC(=O)CC(C)C)n2)cc1
Assay by compound	25	26	27	28	29	30	31	32
tuberculosis growth	1.0%	-38.9%	1.3%	58.0%	8.1%	-4.4%	-12.9%	48.8%
VEEV TC-83 Vero	6.7%	0.1%	i	3.1%	0.1%	i	0.1%	5.9%
influenza NS1A	20.5%	-1.8%	12.6%	2.7%	4.5%	13.0%	-0.4%	11.6%
Salmonella PhoP GFP	-6.6%	-9.1%	10.8%	-3.3%	0.7%	-6.2%	8.2%	5.4%
M. tuberculosis HTS	?	-5.9%	-0.9%	-6.9%	0.2%	1.2%	-6.1%	-0.6%

#33 COCCNc1ccc([N+](=O)[O-])cc1C(=O)NC1CCCc2ccccc21 (configuration not stated)
#34 CC(C)c1ccc(OCC(=O)NNC(=S)NC(=O)c2cccs2)c(Br)c1
#35 CCCCc1nc2cc(C(=O)N3CCCC(OCCC)C3)ccc2o1 (configuration not stated)
#36 COc1ccc(S(=O)(=O)N2CCc3ccccc32)cc1C(=O)NC1(C)CCS(=O)(=O)C1 (configuration not stated)
#37 NNC(=O)COc1ccc2oc3c(c2c1)CCCC3
#38 O=C(Nc1ccsc1C(=O)O)c1ccccc1Cl
#39 CCOC(=O)C1CCCN(CC(=O)Nc2c(C(=O)OC)[nH]c3ccc(Br)cc23)C1 (configuration not stated)
#40 O=C(c1ccc(S(=O)(=O)c2ccc(F)cc2)c([N+](=O)[O-])c1)N1CCCCCC1
Assay by compound	33	34	35	36	37	38	39	40
tuberculosis growth	12.0%	?	15.5%	-1.0%	65.1%	22.3%	11.9%	10.0%
VEEV TC-83 Vero	8.5%	4.2%	0.9%	6.8%	1.1%	0.2%	7.5%	7.5%
influenza NS1A	11.0%	16.4%	-2.5%	-3.1%	-4.3%	-4.5%	-12.0%	-1.1%
Salmonella PhoP GFP	-10.6%	-9.0%	1.6%	.	3.9%	-6.1%	-18.1%	-5.8%
M. tuberculosis HTS	3.8%	?	2.1%	-13.0%	0.2%	10.5%	32.9%	-1.9%

#41 CCc1ccccc1NC(=O)CN(C)C(=O)CSc1nn(-c2ccc(F)cc2)c(=S)s1
#42 CCCN(CCC)S(=O)(=O)c1cc(Br)cc2c1N(C(=O)CC)CC2
#43 COc1ccc(-n2cc(C#N)c(=O)n(Cc3ccc(F)cc3)c2=O)cc1
#44 O=C(NCc1ccccc1)c1ccc2nnsc2c1
#45 COc1ccc(CNC(=O)CN2C(=O)NC(C)(c3ccc(C(C)(C)C)cc3)C2=O)cc1 (configuration not stated)
#46 COc1ccccc1-c1c(C#N)c(N)nc2c1CCc1ccccc1-2
#47 Cc1ccc(NC(=O)COC(=O)c2ccc(NC(=O)CC#N)cc2)cc1S(=O)(=O)N1CCOCC1
#48 O=C(Nc1ccc(Cc2ccncc2)cc1)C1CCC(N2C(=O)C3C4C=CC(C4)C3C2=O)CC1 (configuration not stated)
Assay by compound	41	42	43	44	45	46	47	48
tuberculosis growth	8.8%	20.0%	-2.0%	49.1%	15.9%	33.2%	36.2%	13.9%
VEEV TC-83 Vero	i	4.1%	3.6%	0.5%	0.9%	7.4%	5.1%	1.1%
influenza NS1A	2.7%	3.8%	-0.1%	8.6%	-2.5%	-12.2%	1.1%	-11.2%
Salmonella PhoP GFP	7.7%	-12.6%	-0.8%	-5.1%	-0.9%	-5.1%	.	-0.4%
M. tuberculosis HTS	-10.2%	-8.4%	-2.0%	-5.0%	-6.9%	-7.5%	3.0%	18.6%

#49 COc1ccc(NS(=O)(=O)c2cccc(C(=O)N/N=C(\C)c3cccnc3)c2)cc1
#50 CN(C)c1ccc(NS(=O)(=O)c2cccc(Cl)c2)cc1
#51 Cc1ccsc1/C=N/N=C1\C(=O)Nc2ccccc21
#52 NC(=O)c1cc(-c2csc(-c3cccnc3)n2)ccc1O
#53 CCOC(=O)c1c(C)[nH]c(C)c1C(=O)COC(=O)c1cccnc1Cl
#54 CCN1C(=S)N[C@@H](c2ccccc2)C(C(=O)OC)=C1C
#55 O=C(Cn1c(=O)n2ncnc2c2c3c(sc21)CCCC3)c1ccccc1
#56 CC(=O)N1CCN(C(=S)NC(=O)C23CC4CC(CC(C4)C2)C3)CC1
Assay by compound	49	50	51	52	53	54	55	56
tuberculosis growth	.	21.2%	-2.5%	35.6%	4.5%	21.5%	0.3%	-0.2%
VEEV TC-83 Vero	2.7%	i	6.9%	5.3%	2.1%	i	i	0.4%
influenza NS1A	-4.6%	18.0%	10.6%	2.2%	1.7%	-0.9%	1.4%	9.4%
Salmonella PhoP GFP	.	-9.8%	-3.6%	11.4%	.	8.5%	-1.0%	7.1%
M. tuberculosis HTS	.	0.3%	0.6%	2.9%	8.9%	-13.2%	1.2%	-1.1%

#57 Cc1cc(-c2ccccc2)nc(N(C)NC(=O)c2ccc(Cl)cc2)c1S(C)(=O)=O
#58 CCOc1ccccc1NC(=O)c1sc2nc(C)nc(N3CCOCC3)c2c1C
#59 COc1ccc(OCC(=O)N2CCN(c3cccc(Cl)c3)CC2)cc1
#60 O=C(O)CCCCCCCCCCCNC(=O)NC12CC3CC(CC(C3)C1)C2
#61 CN(C)CCCN(C(=O)c1sc2ccccc2c1Cl)c1nc2c(F)cccc2s1
#62 CCN(CC(=O)Nc1c(C(=O)OC)[nH]c2ccccc12)c1ccc2c(c1)OCO2
#63 COC(=O)c1cc2cc(OC)ccc2n1C
#64 CCC1CCCCN1CCCNC(=O)c1ccc(/C=C2/Sc3ccccc3NC2=O)cc1 (configuration not stated)
Assay by compound	57	58	59	60	61	62	63	64
tuberculosis growth	-9.7%	-3.0%	18.8%	9.0%	4.0%	28.8%	-0.5%	77.8%
VEEV TC-83 Vero	9.2%	11.5%	1.7%	6.2%	0.8%	7.0%	0.9%	12.1%
influenza NS1A	0.3%	-15.4%	10.9%	-2.1%	4.5%	-1.4%	-23.8%	-4.6%
Salmonella PhoP GFP	0.7%	10.0%	-1.0%	.	11.5%	-4.6%	.	-1.4%
M. tuberculosis HTS	-3.4%	10.4%	-1.7%	-15.7%	2.1%	-1.5%	-3.7%	?

#65 COc1ccc(-c2cc(C(=O)O)c(C)o2)cc1OC
#66 COC(=O)/C=C/C(=O)N1CCN(c2ccccc2)CC1
#67 COC(=O)CCn1c(C)cc(C(=O)COc2ccccc2C(N)=O)c1C
#68 O=S(=O)(c1cccs1)N1CCC2(CC1)OCCO2
#69 CC(C)c1ccc(N(CC(=O)NCC2CCCO2)C(=O)Cn2nnc(-c3cccs3)n2)cc1 (configuration not stated)
Assay by compound	65	66	67	68	69
tuberculosis growth	12.3%	54.7%	9.88µM*	-8.5%	8.3%
VEEV TC-83 Vero	i	0.0%	1.0%	3.1%	0.1%
influenza NS1A	-4.4%	-6.5%	5.8%	-6.0%	-6.8%
Salmonella PhoP GFP	0.8%	-9.4%	4.0%	-2.3%	-5.0%
M. tuberculosis HTS	-14.8%	-10.1%	10.2µM*	3.9%	-3.7%

This is a random part of the collection; overall some 1.4% were active at least once.
